NCI-60 one-dose screen, 48 h, at 10 µM unless noted. Numbers give growth in % (100 = growth as untreated, 0 = no growth, -100 = all killed).
HT29: HT29 colon cancer; actives 7.4% (n = 81,000)
HCT-116: HCT-116 colon cancer. AID 1794798. actives 7.3% (n = 82,000)
A498: A498 renal cancer cells; AID 1794774; actives 5.4% (n = 76,000)
HCC-2998: HCC-2998 colon cancer; actives 4.7% (n = 79,000); AID 1794799
HCT-15: HCT-15 colon cancer. actives 5.2% (n = 82,000)
COLO 205: COLO 205 colon cancer; actives 7.3% (n = 79,000); AID 1794742
SW-620: SW-620 colon cancer | actives 5.2% (n = 82,000) | AID 1794795
KM12: KM12 colon cancer cells. actives 5% (n = 82,000). AID 1794800
SNB-75: SNB-75 CNS cancer | actives 5% (n = 79,000) | AID 1794750
* hit, by the source's call; . = not tested or not shown; & = joins results of further samples; [ ] = dose if it differs, or a comment. Rule for the calls: active = growth percent below 10; inactive = the rest.

Preview (6 entries):
SMILES	HT29	HCT-116	A498	HCC-2998	HCT-15	COLO 205	SW-620	KM12	SNB-75
CCc1ccc(-c2ccc(COc3ccc(CC4SC(=O)NC4=O)cc3)cc2)cc1 (configuration not stated)	103	51	100	90	56	100	81	64	76
O=C(/C=C/c1cn(-c2ccccc2)nc1-c1ccc(Br)cc1)c1cc2ccccc2oc1=O	122	95	116	111	93	113	98	101	90
CC(C)(C)n1cc(-c2ccnc(NCCCNS(=O)(=O)c3ccc(Cl)cc3)c2)c(-c2ccccc2)n1	31	65	29	94	56	77	96	87	77
N#Cc1cnc2ccc(NCc3cnc[nH]3)cc2c1Nc1ccc(F)c(Cl)c1	82	56	52	91	88	97	72	84	86
CC(C)OC(=O)N1CCN(C(=O)OC(C)C)CC1	103	95	104	90	102	101	99	103	99
COc1ccc(Cn2cc(CSc3nc4ccccc4s3)nn2)cc1	102	97	86	113	103	117	103	105	89

Results (from the top)
SMILES	HT29	HCT-116	A498	HCC-2998	HCT-15	COLO 205	SW-620	KM12	SNB-75
CCc1ccc(-c2ccc(COc3ccc(CC4SC(=O)NC4=O)cc3)cc2)cc1 (configuration not stated)	103	51	100	90	56	100	81	64	76
O=C(/C=C/c1cn(-c2ccccc2)nc1-c1ccc(Br)cc1)c1cc2ccccc2oc1=O	122	95	116	111	93	113	98	101	90
CC(C)(C)n1cc(-c2ccnc(NCCCNS(=O)(=O)c3ccc(Cl)cc3)c2)c(-c2ccccc2)n1	31	65	29	94	56	77	96	87	77
N#Cc1cnc2ccc(NCc3cnc[nH]3)cc2c1Nc1ccc(F)c(Cl)c1	82	56	52	91	88	97	72	84	86
CC(C)OC(=O)N1CCN(C(=O)OC(C)C)CC1	103	95	104	90	102	101	99	103	99
COc1ccc(Cn2cc(CSc3nc4ccccc4s3)nn2)cc1	102	97	86	113	103	117	103	105	89
COc1nccc2cc3c(=O)n4c(cc5ccccc54)c(=O)n3c12	112	104	108	104	91	102	101	103	89
Nn1c(N/N=C/c2cccc([N+](=O)[O-])c2)n[nH]c1=S	103	105	.	106	104	107	108	108	96
Cc1nc(-c2nc(-c3ccccc3)c(-c3ccccc3)[nH]2)sc1C	108	87	174	116	99	118	116	102	119
CC12CCC(O)C(C)(C)C1CCC1=C2CCC2(C)C(c3ccoc3)CCC12C (configuration not stated)	82	85	112	98	117	102	106	104	109
O=C(Nc1cc(-c2cccnc2)nc(NCCCN2CCOCC2)n1)c1cc(Br)cc(C(F)(F)F)c1	9.0*	36	54	38	6.9*	1.1*	75	80	72
C#CC(=O)Nc1cccc(Nc2nc3c(c(NCc4ccccc4)n2)CCCC3)c1	-29*	-79*	.	-89*	-65*	-69*	-47*	-53*	-29*
COC(=O)c1cc(=O)c(O)c2c(O)c(O)ccc2c1	104	43	95	102	73	113	91	99	35
Cc1cc(C)c2c(N)c(C(=O)c3ccc(-c4ccccc4)cc3)sc2n1	98	110	100	119	100	115	100	86	96
CCOC(=O)C1=C(N)N(c2ccc(C)cc2)C2=C(C(=O)CC(C)(C)C2)C1c1ccccn1 (configuration not stated)	99	97	116	115	95	97	101	109	81
O=[N+]([O-])c1ccc(NC(=S)NNC(=S)Nc2ccc(F)cc2)cc1	98	84	81	86	62	115	92	80	103
O=C(Nc1ccc(C2=NCCN2)cc1)c1ccc(C(=O)Nc2ccc(C3=NCCN3)cc2)c(Cl)c1	107	98	98	.	103	107	102	130	96
O=C(O)C1(Nc2ccc(-c3ccc(Cl)cc3)cc2)CCCC1	96	97	22	102	95	113	90	109	95
Clc1cc(Cl)c(Cl)nc1Cl	108	96	80	102	102	132	102	106	93
O=C(NCn1c(=O)[nH]c2ccccc2c1=O)Nc1nc2ccccc2s1	74	64	124	64	97	64	64	65	.
COc1ccc(-n2c(SCc3nnc(NC(=O)c4ccc(Br)cc4)s3)nc3cc(OC)c(OC)cc3c2=O)cc1	104	96	.	88	85	104	96	91	93
COc1ccc(NC(=O)CSc2nnc(-c3ccc(-c4nc5ccc(Cl)cc5[nH]4)cc3)o2)cc1OC	112	107	150	112	105	127	106	85	103
Cc1ccc2c(c1)sc1nncn12	98	109	98	111	100	111	97	100	80
Cc1ccc(Nc2nc(N)nc(N)c2N)cc1	116	113	102	115	100	111	104	99	94
Cc1cc(F)ccc1S(=O)(=O)Nc1ccc(-c2cnc(N)[nH]2)cc1	102	105	84	97	98	98	91	95	86
Nc1ccc(S(=O)(=O)O)c(O)c1	104	105	112	113	134	120	111	112	88
CCCCCCCCCCC(O)C(=O)O (configuration not stated)	117	93	104	101	110	130	103	98	92
COc1ccc(C)cc1NC(=O)SC(C)C	104[100 µM]	104[100 µM]	92[100 µM]	99[100 µM]	102[100 µM]	132[100 µM]	100[100 µM]	101[100 µM]	82[100 µM]
CC(C)(C)NC(=O)C(OC(=O)C1CCc2cc(F)ccc2O1)c1ccc([N+](=O)[O-])cc1 (configuration not stated)	101	93	94	113	104	101	98	94	78
Cc1cc(N2CCCC2)nc(N(CCNc2ccnc3cc(Cl)ccc23)Cc2ccco2)n1	5.6*	-51*	27	77	18	16	25	50	69
Cc1ccc(-n2c3c(c(-c4ccccc4)c2-c2ccccc2)C2=NCCN2C=N3)cc1	88	77	.	108	81	101	90	91	71
O=C(Nc1cccc(Cl)c1)Nc1nc2ccc(-c3cccc4ccccc34)cc2s1	49	27	.	57	34	50	44	23	.
CS(=O)(=O)c1ccc(N2N=C(c3ccc(Oc4ccccc4)cc3)CCC2=O)cc1	87	57	.	96	81	110	101	80	94
CCOC(=O)C(CCc1ccccc1[N+](=O)[O-])C(C)=O (configuration not stated)	99	94	104	88	98	.	98	96	94
CCCCN1CSC(=S)N(CCCC)C1	98	94	100	104	100	89	108	107	97
CC(=O)N1N=C(c2ccc(Cl)cc2)CC1c1sc(Cl)nc1Cl (configuration not stated)	64	76	9.3*	95	96	108	102	93	84
O=C(O)/C(=C\c1ccc(Cl)cc1)c1ccc(Cl)cc1	94	98	95	.	87	117	106	98	74
CN1CC(=O)N(/N=C2\C(=O)Nc3ccccc32)C1=S	105	96	88	100	102	99	91	95	72
COc1cc(-c2nccc3[nH]c(-c4ccc5cc[nH]c5c4)nc23)cc(OC)c1OC	-38*	4.4*	-2.6*	-19*	-7.0*	-71*	-16*	3.6*	19
COC(=O)c1ccc(NC2=C(Cl)C(=O)C(C)=C(C)C2=O)cc1	63	32	59	71	40	104	36	6.7*	64
Cc1c2n(c3ccccc13)Cc1cnnn1C(C(=O)c1ccc(O)cc1)=C2	109	98	87	107	93	112	100	86	95
Cc1cc(C)nc(NS(=O)(=O)c2ccc(N/C(N)=N/c3nccc(-c4ccc(Cl)cc4)n3)cc2)n1	114	102	107	119	97	115	109	108	112
NS(=O)(=O)Oc1ccc(NC(=O)C23CC4CC(CC(C4)C2)C3)cc1Br	97	102	.	108	95	.	104	98	87
Cc1ccc(-n2cc(-c3ccccc3)c3c(SCC(=O)n4nc(C)cc4C)ncnc32)cc1	105	99	112	95	103	127	102	97	.
N#Cc1c(CCCO)c(C#N)c2nc3ccccc3n2c1N	108	103	94	107	106	112	104	110	80
CCOC(=O)CSc1sc(C(=O)OCC)c(N)c1C#N	115	104	96	102	99	98	108	101	98
CC(=O)OCC1OC(n2ccc(-n3cncn3)nc2=O)CC1N=[N+]=[N-] (configuration not stated)	106	106	95	111	101	111	99	114	90
NNC(=O)c1ccc(C(=O)O)cc1	89	104	85	107	101	108	107	109	91
CC1(C)C=C2[C@H]3CC[C@@H]4[C@@]5(C)C/C(=C/c6cccnc6)C(=O)C(C)(C)[C@@H]5CC[C@@]4(C)[C@]3(C)CC[C@@]2(CCl)CC1	99	94	97	101	95	108	96	99	88
CCOc1ccc(C(C)=O)cc1NC(=O)c1cc(C(=O)O)cc(-c2ccoc2)c1	99	96	81	97	104	107	105	102	92
Cc1ccccc1C1(O)c2ccccc2-c2ccccc21	92	86	91	104	90	101	103	99	79
COc1cccc(-c2nc3sccn3c2-c2ccnc(NCCCNS(=O)(=O)c3ccc(Cl)cc3)c2)c1	43	44	39	66	38	45	58	44	.
CCCCNCCCCCCl	86	92	118	96	86	113	113	110	88
COc1ccc(-c2c(-c3ccccc3)nc3sc4cc(OC)ccc4n23)c(OC)c1	68	60	74	72	78	94	80	64	73
Cc1[nH]nc2cccc(-c3ccc4[nH]c(=O)nc(-c5ccccc5)c4c3)c12	102	88	73	96	104	125	102	96	96
CCCCOP(=O)(CCP(=O)(OCCCC)OCCCC)OCCCC	109	88	.	88	93	116	99	102	98
COc1ccc2c(C3=C(c4cn(C)c5ccccc45)C(=O)NC3=O)coc2c1	6.3*	16	35	28	20	1.8*	39	32	18
S=C(NCc1ccc2c(c1)OCO2)N1CCN(c2ncnc3c2oc2ccccc23)CC1	29	34	20	57	37	4.2*	41	45	38
c1ccc(-c2cn(-c3ccccc3)c(-c3ccccc3)n2)cc1	71	-91*	94	92	61	95	23	12	81
CC(=O)/C(N=Nc1ccc(S(=O)(=O)c2ccc(N=N/C(C(C)=O)=C(/C)O)cc2)cc1)=C(\C)O	102	93	100	96	106	113	99	95	98

(listing goes on)
SMILES	HT29	HCT-116	A498	HCC-2998	HCT-15	COLO 205	SW-620	KM12	SNB-75
COc1ccc(C(=O)CSc2nc3c([nH]2)c(=O)n(C)c(=O)n3C)cc1	98	84	91	101	104	116	97	110	89
O=C1NC(c2ccc(F)cc2)N=C2C(c3ccccc3)=NOC12 (configuration not stated)	99	103	104	101	103	116	106	99	101
Cc1ccc(-c2nc(NS(=O)(=O)c3ccccc3)nc(Nc3ccccc3)c2C#N)cc1	116	100	121	128	68	122	109	88	104
CCOc1ccc2nc(-n3c(=O)c4cccnc4n(-c4ccc(Cl)cc4)c3=O)sc2c1	97	105	108	106	102	118	115	116	.
O=C1CCCC/C1=C\C=C\c1c(C2CC2)nc2ccccc2c1-c1ccc(F)cc1	106	89	118	99	99	124	100	94	87
c1coc(-c2nc(N3CCOCC3)nc3cc(-c4cccs4)nn23)c1	82	92	85	100	82	109	96	92	85
CCCCC1COc2cccc3c2N1C=C/C3=C\C(=O)N(C)c1ccccc1OC(F)(F)F (configuration not stated)	92	89	98	102	99	99	105	90	79
COc1ccc(-c2cc(-c3nnc(SCC(=O)Nc4ccc(Cl)cc4)n3-c3ccccc3)c3ccccc3n2)cc1	104	101	78	113	97	109	107	108	105
COc1ccc(C2=NN3C(C2)c2ccccc2OC3c2ccncc2)cc1 (configuration not stated)	108	88	111	100	84	100	95	88	88
O=C(CCN1C(=O)CC1c1ccco1)N1CCOCC1 (configuration not stated)	106&99	107&106	101&110	111&100	102&107	115&117	106&107	101&111	86&80
CC(C)CNC(=O)c1ccccc1C(=O)NC1(C(=O)NCC(C)C)CCCC1	104&105	104&106	123&84	103&101	106&103	121&102	106&102	104&112	95&88
C=C(C)[C@@H]1CC[C@]2(C(=O)OC)CC[C@]3(C)[C@H](CC[C@@H]4[C@@]5(C)CC/C(=N\OC(C)=O)C(C)(C)[C@@H]5CC[C@]43C)[C@@H]12	79	85	108	85	101	.	95	91	87

In the list so far, these contain a nitro group on carbon.
SMILES	HT29	HCT-116	A498	HCC-2998	HCT-15	COLO 205	SW-620	KM12	SNB-75
Nn1c(N/N=C/c2cccc([N+](=O)[O-])c2)n[nH]c1=S	103	105	.	106	104	107	108	108	96
O=[N+]([O-])c1ccc(NC(=S)NNC(=S)Nc2ccc(F)cc2)cc1	98	84	81	86	62	115	92	80	103
CC(C)(C)NC(=O)C(OC(=O)C1CCc2cc(F)ccc2O1)c1ccc([N+](=O)[O-])cc1 (configuration not stated)	101	93	94	113	104	101	98	94	78
CCOC(=O)C(CCc1ccccc1[N+](=O)[O-])C(C)=O (configuration not stated)	99	94	104	88	98	.	98	96	94

Continued.
SMILES	HT29	HCT-116	A498	HCC-2998	HCT-15	COLO 205	SW-620	KM12	SNB-75
COc1cc(-c2nc(C(=O)NCCC(=O)O)nn2-c2ccc(Cl)cc2)cc(OC)c1OC	100	96	100	.	96	102	97	100	97
COc1cccc(Cn2cc(C(=O)Nc3cccnc3Nc3ccccc3)nn2)c1	119	106	109	89	104	114	114	102	94
COc1ccc(-c2cc(Cc3cccs3)c(=O)n(Cn3ccc4ccccc43)n2)cc1	.	106	99	107	98	110	114	110	93
Clc1ccc2c(Cl)cc(Cl)nc2c1	102	100	101	100	114	100	103	106	84
OB(O)c1ccccc1C[n+]1ccc(-c2ccc3cc(-c4cc[n+](Cc5ccccc5B(O)O)cc4)ccc3c2)cc1	101[7 µM]	95[7 µM]	94[7 µM]	108[7 µM]	107[7 µM]	111[7 µM]	126[7 µM]	110[7 µM]	113[7 µM]
O=c1c2c3c(sc2nc(SCc2nnc(Nc4ccccc4)s2)n1Cc1ccccc1)CCCC3	115	96	101	124	98	112	107	102	95
CCN(CC)CC(=O)NNc1ncnc2ccccc12	115	107	110	109	105	114	104	106	101
CCCCOc1ccccc1C(=O)OC	106	116	80	106	108	102	106	109	110
Cc1cc(C)c2c(Nc3ncnc4c3sc3ncccc34)csc2n1	109	96	79	97	91	109	89	109	93
COc1ccc(C(=O)O)cc1.[Ag]	103	95	97	104	102	62	-62*	87	110
Cc1ccc(C(=O)C2OC3=C(C(=O)CC(C)(C)C3)C2c2cccc(Oc3ccccc3)c2)cc1 (configuration not stated)	52	27	51	88	65	67	71	41	67
CC(C)(C)c1ccc(Cn2c(-c3nonc3N)nc3ccccc32)cc1	42	63	80	78	49	67	52	59	62
Cc1ccccc1NC(=O)Cn1nncc1COc1ccc2ccccc2c1C=O	106	104	117	106	101	112	106	100	84
CCOC(=O)NC(C)c1ccccc1 (configuration not stated)	99	104	126	99	100	104	111	103	87
NC(=O)c1ccc(N2CCCC2)nc1	105	108	139	107	101	107	104	106	99
Clc1ccc(N=Nc2ccccc2)cc1	104	101	91	105	105	104	105	.	86
CC[Si](CC)(CC)O[Si](CC)(CC)CC	105	107	63	104	113	123	101	114	115

Rows are unselected; 12% or so of the library scored in one or more.
